PLAP act = activators of human placental alkaline phosphatase; purified PLAP enzyme, luminescent substrate read-out; stronger effect = higher value; activation fold at 20 µM; actives 1.2% (n = 96,000); in the data active means activation fold above about 2
Ecoli WT expand = blocks growth of wild type E. coli BW25113; growth inhibition, % at 100 µM; OD600 absorbance; actives 0.15% (n = 98,000);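 active means growth inhibition above about 50% at one test dose, limit read from the data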;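 further: growth measured after 20 h incubation at 37 °C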
PTK2B oligo ant = Pyk2 (human) oligomerization antagonism | AID 1347419 | actives 0.83% (n = 99,000) | Q14289 | Q293 cells, Pyk2 FERM NanoBiT luminescence; stronger effect = lower value | z-score (the deposit names both 25 µM and 10 µM);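 active means Z-score of -3 or lower, scaled per plate to the spread of control and sample wells; inactive means z-score above -3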;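 further: negative z-score means lost luminescence so less FERM oligomerization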
EphB4 ephrin blk = antagonists of human EphB4-ephrin-B2 interaction; AID 720; actives 0.15% (n = 97,000); inhibition, % at 7 µM; EphB4 LBD / TNYL-RAW-Alexa532 peptide, fluorescence polarization;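 active means inhibition above the screen-wide mean inhibition plus 3 SD, cut at about 15% in these data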;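 further: 0% = DMSO wells and 100% = excess unlabeled TNYL-RAW peptide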
PostGolgi yeast = growth inhibition of a yeast mutant, post-Golgi transport screen | post-Golgi transport phenotypic cell assay | inhibition, % at 10 µM | actives 0.9% (n = 98,000); in the data active means inhibition above about 30%;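 further: yeast cells grown in 1536-well plates; yeast grown about 18 h at 30C before absorbance read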
CYP2C9 inhib = human CYP2C9 inhibition; P11712; CYP2C9 Supersomes, luciferin-H conversion, luminescence; inhibition, % at 5 µM; actives 20% (n = 96,000);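 active means blocking of liver enzyme CYP2C9 beyond about 50% at 5 µM, limit read from the data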; further: values of inactives mirror those of a sister screen read the other way
Target sequence (P11712 whole entry, looked up): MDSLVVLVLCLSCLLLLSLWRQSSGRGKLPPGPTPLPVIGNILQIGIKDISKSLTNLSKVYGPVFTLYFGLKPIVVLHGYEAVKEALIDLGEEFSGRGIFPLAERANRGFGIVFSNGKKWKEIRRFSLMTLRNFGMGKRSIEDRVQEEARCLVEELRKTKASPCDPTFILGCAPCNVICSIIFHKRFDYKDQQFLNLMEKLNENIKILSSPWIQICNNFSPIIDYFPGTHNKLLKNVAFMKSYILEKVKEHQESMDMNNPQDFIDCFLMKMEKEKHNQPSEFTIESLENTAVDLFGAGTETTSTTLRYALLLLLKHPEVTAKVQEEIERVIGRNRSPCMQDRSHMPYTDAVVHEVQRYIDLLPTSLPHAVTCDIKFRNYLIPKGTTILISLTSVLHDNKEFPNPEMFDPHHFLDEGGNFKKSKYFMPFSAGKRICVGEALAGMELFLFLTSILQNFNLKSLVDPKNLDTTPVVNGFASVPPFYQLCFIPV
CYP2C9 activ = increases human cytochrome P450 2C9 activity. activation factor at 5 µM. P11712. actives 1.4% (n = 96,000). recombinant CYP2C9, luciferin-H conversion, luminescence; stronger effect = higher value; factor 1 = untreated enzyme, 0 = blocked;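 active means activation factor of 2 or more for CYP2C9 at a 5 µM dose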;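 further: 0 = sulfaphenazole-blocked wells and 1 = vehicle-only wells; values of inactives mirror those of a sister screen read the other way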
CYP2C19 act = increases human CYP2C19 enzyme activity; P33261; recombinant CYP2C19, luciferin-H EGE luminescence; stronger effect = higher value; 0 = fully inhibited enzyme, 1 = untreated enzyme; activation factor at 5 µM; 96,000 tested, under 10 active; AID 1025;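 active means activation factor of at least 2 at 5 µM in the primary screen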;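 further: 0 = wells with 2.5 mM tranylcypromine and 1 = vehicle-only wells; values of inactives mirror those of a sister screen read the other way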
Target sequence (P33261 whole entry, looked up): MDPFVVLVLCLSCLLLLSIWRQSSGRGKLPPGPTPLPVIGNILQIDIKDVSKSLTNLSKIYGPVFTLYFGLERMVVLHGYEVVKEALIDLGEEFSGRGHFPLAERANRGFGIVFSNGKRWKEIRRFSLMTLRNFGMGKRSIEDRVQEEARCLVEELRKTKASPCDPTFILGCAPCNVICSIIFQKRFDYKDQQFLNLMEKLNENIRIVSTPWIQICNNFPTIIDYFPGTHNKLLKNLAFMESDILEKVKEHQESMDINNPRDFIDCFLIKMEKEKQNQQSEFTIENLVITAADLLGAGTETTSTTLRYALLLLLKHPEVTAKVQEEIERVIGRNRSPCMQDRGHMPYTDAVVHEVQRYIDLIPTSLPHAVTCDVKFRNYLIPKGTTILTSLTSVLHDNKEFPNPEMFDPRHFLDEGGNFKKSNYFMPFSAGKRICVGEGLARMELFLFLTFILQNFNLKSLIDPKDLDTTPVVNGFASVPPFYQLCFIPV
CYP2C19 inh = inhibitors of human CYP2C19. AID 778. actives 21% (n = 96,000). CYP2C19 Supersomes, luciferin-H EGE luminescence, 30 min. inhibition, % at 5 µM. P33261;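 active means CYP2C19 inhibition above a set limit at 5 µM in the primary screen, cut at about 50% in these data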;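 further: plate controls were negative control wells for no effect and 2.5 mM tranylcypromine positive control for full effect; values of inactives mirror those of a sister screen read the other way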
The depositor's hits bear a star; / = not tested or not shown. Not all compounds are listed, so the mix of outcomes need not match the whole.

compound,PTK2B oligo ant,CYP2C9 inhib,PostGolgi yeast,EphB4 ephrin blk,Ecoli WT expand,PLAP act,CYP2C19 act,CYP2C9 activ,CYP2C19 inh
O=C1NC(=O)[C@]2(Cc3ccccc3N3CCN(c4ccccc4)CC32)C(=O)N1c1ccccc1 (stereo partly drawn),-0.59,91.4*,-3.5,5.5,-5.0,1.4,0.4,0.1,63.0*
Nc1cccc(N=Cc2c(O)n(Cc3ccc(F)cc3)c(=O)[nH]c2=O)c1,-0.43,/,10.2,1.6,-17.0,/,/,/,/
COc1ccc(-n2c(O)c(C(C)=NC3CC3)c(=O)[nH]c2=O)cc1,-0.29,-15.9,-1.4,0.3,-6.0,1.3,0.7,1.2,30.7
CN(C)C(=O)Nc1cccc(OC(=O)N(C)C)c1,0.1,6.6,-3.9,-1.5,6.0,0.9,0.6,0.9,42.8
Cc1oc2ccc(OC(=O)N(C)C)cc2c1C(=O)OC(C)C,-0.16,64.7*,4.0,3.1,2.0,1.4,0.2,0.4,77.6*
O=C(C1CC(=O)N(c2ccc(F)c(Cl)c2)C1)N1CCC2(CC1)OCCO2 (stereo not drawn),0.4,-1.5,1.0,2.9,3.0,1,0.8,1,17.5
CCC(=NCC1CCCO1)c1c(O)n(Cc2ccccc2)c(=O)[nH]c1=O (stereo not drawn),-1.05,6.2,5.3,-4.3,-2.0,1.2,0.9,0.9,7.5
Cc1cccc(CN2CCN(CC(=O)N3CCC4(CC3)OCCO4)C2=O)c1,-0.47,11.4,4.7,1.2,8.0,1.6,1,0.9,0.0
O=C1NC(=O)C2(Cc3ccccc3N3CCCC32)C(=O)N1 (stereo not drawn),0.01,4.3,-2.6,-1.9,2.0,0.8,0.9,1,6.6
OC1(c2cccnc2)CC2CCC(C1)N2Cc1nnnn1Cc1ccccc1 (stereo not drawn),-0.5,13.7,6.3,2.4,8.0,1,0.7,0.9,29.1
CCCCC12CNCC(C)(CNC1)C2=O,0.92,-7.0,9.7,-3.1,10.0,1.2,1,1.1,-4.7
O=c1[nH]c(=O)n(Cc2ccco2)c(O)c1C=NCCN1CCOCC1,0.22,-4.3,-0.5,-7.0,4.0,1.4,1.2,1,-18.4
CN(C)P1(N(C)C)=Nc2c(c(N)nn2C)C(c2ccccc2)=N1,0.18,6.1,-0.5,-6.2,-3.0,0.9,0.8,0.9,19.0
CC(=O)N1CCN(c2ccc(N=Cc3c(O)n(-c4ccc(Cl)cc4)c(=O)[nH]c3=O)cc2)CC1,-0.38,1.7,-5.6,-1.9,-5.0,1.1,1.1,1,-6.9
Cc1cc(C)nc(NC2=NCCS2)n1,1.51,-21.4,0.3,11.2,4.0,1.2,1.2,1.2,-19.1
CCC1CCCCN1P(=O)(c1ccc(C)o1)C(C)(C)C (stereo not drawn),1.02,-3.9,3.8,-2.3,-4.0,1.4,1,1,1.4
CN(C)CCCN=Cc1c(O)n(CCc2ccc(F)cc2)c(=O)[nH]c1=O,0.99,22.3,1.9,0.9,-4.0,1.1,1,0.8,-0.3
O=C1NC(=O)C2(Cc3c(nc4ccccn4c3=O)N3CCCCCC32)C(=O)N1Cc1ccccc1 (stereo not drawn),-0.37,89.3*,-3.7,5.0,11.0,1.7,0.3,0.1,72.8*
O[C@H]1C2CCC1C(N1CCCCC1)CC2 (stereo partly drawn),1.17,-6.3,7.1,4.2,2.0,1.1,1.1,1.1,-10.6
Cc1cc(C)n2nc(SC(C)C(=O)N3CCC4(CC3)OCCO4)nc2n1 (stereo not drawn),0.35,10.7,-0.3,7.7,2.0,1.1,1,0.9,2.0
Cc1cc(NC(=O)COC(=O)c2c(C)nn(Cc3ccccc3Cl)c2Cl)no1,0.24,-1.4,-3.0,-4.9,-10.0,0.6,0.9,1,14.3
CN1CCN(c2c[nH]c(=O)[nH]c2=O)CC1,0.31,/,1.7,-2.9,-2.0,/,/,/,/
CCCCCCn1c(O)c(C=Nc2c(C)n(C)n(-c3ccccc3)c2=O)c(=O)[nH]c1=O,-0.76,43.3,1.1,-7.3,-7.0,1.3,1,0.6,4.4
CCc1ccccc1NC(=O)CSc1nnc([C@@H](N)Cc2c[nH]c3ccccc23)o1,1.1,11.6,14.9,-11.4,14.0,1.6,0.8,0.9,17.9
CCOC(=O)CC1=C(C(=O)OCC)C2(C(=O)N1)C(C(=O)OC)=C(N)Oc1ccccc12 (stereo not drawn),-0.1,20.6,-0.3,0.7,-1.0,1.2,1,0.8,4.8
CCn1cc(C(=O)N2CCC3(CC2)OCCO3)c(=O)c2cc(S(=O)(=O)N3CCCC3)ccc21,0.65,42.2,25.0,-0.1,-4.0,1.8,1,0.6,-2.0
COc1ccc(CC2C(=O)NC(=O)N(c3ccccc3)C2=O)c(OC)c1 (stereo not drawn),1.13,42.2,-3.0,4.9,3.0,1.3,1,0.6,0.3
CN1CCN(Cc2cc(C(C)(C)C)c(O)c(C(C)(C)C)c2)CC1,-0.98,19.3,-7.9,5.0,3.0,1.5,0.9,0.8,6.3
COc1ccc(CCNC(=O)c2c(N)n(CCN3CCOCC3)c3nc4ccccc4nc23)cc1OC,0.77,83.0*,1.0,2.8,-10.0,1.4,0.5,0.2,53.6*
CCOC(=O)c1c(-n2c(C)cc(C=C3C(=O)NC(=O)NC3=O)c2C)sc2c1CCCC2,-0.39,22.5,-2.1,0.9,-16.0,1.1,0.9,0.8,13.3
Cc1nc2cc(C(=O)N3CCC4(CC3)OCCO4)ccc2n1-c1cccc(F)c1,0.51,-4.6,-0.8,0.5,3.0,1.7,0.8,1,15.3
CCN1CCN(C(=O)COc2cc(=O)n(CC)c3ccccc23)CC1,0.16,-43.4,7.5,12.2,3.0,1.3,1,1.4,3.7
Clc1cccc(Cl)c1C1N2CCCN12 (stereo not drawn),-0.01,13.8,-8.2,-7.3,-1.0,1,0.9,0.9,10.8
CN1CCN(c2ccc([N+](=O)[O-])c3cccnc23)CC1,-0.25,14.1,13.8,-9.2,16.0,0.9,0.9,0.9,8.7
CCCCN1C(=O)NC(=O)C2(Cc3c(nc4ccccn4c3=O)N3CCc4ccccc4C32)C1=O (stereo not drawn),-0.8,28.4,-5.0,-3.3,8.0,1.7,0.8,0.7,24.7
CCCCCn1c(=O)c(C(=O)NCc2ccncc2)c(O)c2ccccc21,-0.35,73.6*,-7.0,-5.1,0.0,1.7,0.3,0.3,70.8*

A stretch from further up:
compound,PTK2B oligo ant,CYP2C9 inhib,PostGolgi yeast,EphB4 ephrin blk,Ecoli WT expand,PLAP act,CYP2C19 act,CYP2C9 activ,CYP2C19 inh
CCCCN1C(=O)NC(=O)C2(Cc3c(nc4ccccn4c3=O)N3CCc4ccccc4C32)C1=O (stereo not drawn),-0.8,28.4,-5.0,-3.3,8.0,1.7,0.8,0.7,24.7
CCCCCn1c(=O)c(C(=O)NCc2ccncc2)c(O)c2ccccc21,-0.35,73.6*,-7.0,-5.1,0.0,1.7,0.3,0.3,70.8*

The results go on.
compound,PTK2B oligo ant,CYP2C9 inhib,PostGolgi yeast,EphB4 ephrin blk,Ecoli WT expand,PLAP act,CYP2C19 act,CYP2C9 activ,CYP2C19 inh
CCCCc1nc2ccccc2c(=O)n1-c1ccc(Cl)cc1[N+](=O)[O-],0.59,-4.3,3.0,-2.3,-2.0,0.9,1,1,4.3
CCOP(=O)(OCC)C(NC(=O)c1ccc(Cl)cc1)=C(Cl)Cl,0.86,1.1,-4.0,-2.1,7.0,0.8,0.4,1,63.9*
COc1cccc(C2C([N+](=O)[O-])=C(N)Oc3c2c(=O)oc2ccccc32)c1 (stereo not drawn),-1.24,14.0,2.4,1.7,0.0,0.9,0.9,0.9,11.4
CCOC(C(=O)OCC(O)CN(CC)CC)(c1ccccc1)c1ccccc1 (stereo not drawn),0.36,13.8,3.3,1.7,4.0,1.4,1,0.9,2.4
COc1ccc(C(=O)N2CCOCC2)cc1S(=O)(=O)N1CCC(C)CC1,0.43,26.8,5.6,-1.1,4.0,1,1.1,0.7,-9.1
CC(C)CC12CN3CCN(CC(C3)/C1=N/O)C2,0.57,-1.4,4.3,2.5,4.0,1.1,1,1,0.7
CCSP1(=S)N=C(N2CCOCC2)C(C#N)=C2CCCN21 (stereo not drawn),0.96,37.1,-2.3,3.5,1.0,1.4,0.6,0.6,38.4
Fc1ccccc1N1CCN(Cc2c(F)cccc2F)CC1,-0.99,63.4*,-3.1,4.4,-4.0,1.3,0,0.4,99.7*
COc1ccc(C2SCC(=O)Nc3c2c(C)nn3-c2ccccc2)cc1 (stereo not drawn),-1.72,52.2*,-3.4,-4.0,-1.0,1,0.9,0.5,11.3
CN(C)C1=NP(N(C)C)(N(C)C)=NC(c2ccccc2)=N1,-1.21,-4.0,-2.1,-4.2,7.0,1,1,1,2.9
CC1(C)COC(Nc2ccc(Cl)cc2)=N1,-0.52,0.2,0.0,2.1,20.0,1.1,0.6,1,39.3
CCOc1ccc(-n2c(O)c(C=NCCN3CCNCC3)c(=O)[nH]c2=O)cc1,0.23,-6.0,5.5,6.2,-1.0,1,0.9,1.1,8.0
C#CCN1C(=O)C2(C(C#N)=C(N)OC(C)=C2C(=O)OCc2ccccc2)c2ccccc21 (stereo not drawn),-1.12,30.7,14.3,-0.7,-12.0,1.4,0.6,0.7,38.6
O=C(CCN1C(=O)COc2ccccc21)N1CCC2(CC1)OCCO2,0.12,-12.1,-2.4,-0.8,-1.0,1,0.1,1.1,86.9*
CC(N)Cc1c[nH]c2cc3c(cc12)OCCO3 (stereo not drawn),-1.23,27.1,-7.3,/,-1.0,1.4,0.9,0.7,9.5
O=C(CN1CCN(CCO)CC1)Nc1ccc(Cl)cc1C(=O)c1ccccc1,1.72,/,3.4,7.6,2.0,/,/,/,/
Cc1ccc(CN2CCN(C)CC2)c(C)c1,0.42,-7.0,-6.4,/,8.0,0.9,0.8,1.1,20.4
O=c1cc(C2CCNCC2)[nH][nH]1,0.58,-29.3,3.4,2.2,2.0,0.9,1.2,1.3,-24.8
Nc1ccc(C2(c3ccc(N)cc3)CN3CCC2CC3)cc1,-0.16,-5.4,-9.0,-5.7,-9.0,0.9,1.1,1.1,-13.5
CC(C)(C)c1nc(N2CCN(C(=O)c3ccco3)CC2)c2nnn(Cc3ccccc3Cl)c2n1,0.73,94.7*,-2.7,4.8,-16.0,1.6,0.4,0.1,62.1*
O=C(Nc1ccc(OC(=O)N2CCCC2)cc1)N1CCOCC1,-0.21,/,-1.9,-5.0,-7.0,/,/,/,/
CN1C(=O)C(Cc2cccs2)C(=O)N(C)C1=O,0.31,22.9,-6.3,-3.5,-1.0,1.3,1,0.8,2.6
C=CCn1c(O)c(C(CC)=NCc2cc(OC)cc(OC)c2)c(=O)[nH]c1=O,-1.14,95.1*,0.5,-2.7,5.0,1.3,0.5,0,46.1
CCN1CC2(COC(=O)c3ccccc3N)CCC(OC)C34C5CC6C(OC)CC(O)(C5C6OC)C(O)(C(OC)C23)C14 (stereo not drawn),1.02,12.2,-2.9,3.5,-2.0,1.9,0.6,0.9,40.3
CCC(=NCCc1ccccc1)c1c(O)n(C2CCCCC2)c(=O)[nH]c1=O,-3.36*,68.4*,13.9,2.8,5.0,1.4,0.9,0.3,11.8
CCC(=NCCCN(CC)CC)c1c(O)n(-c2ccccc2)c(=O)[nH]c1=O,1.68,10.6,2.0,-6.8,3.0,1.3,1,0.9,3.1
COc1ccc(C2=NCC(=O)N(CC(=O)NCc3ccco3)c3sc4c(c32)CCCC4)cc1OC,0.81,0.8,6.3,-2.0,8.0,1.5,1.1,1,-13.9
O=C(C1CC(=O)N(C2CCCCCCC2)C1)N1CCC2(CC1)OCCO2 (stereo not drawn),2.72,4.4,-1.4,1.7,0.0,1,0.8,1,17.3
